Screening results from PubChem BioAssay.
M4 PAM: positive allosteric modulators of human muscarinic M4 receptor | 360,000 compounds, 0.4% hits | activation, % at 3 µM | AID 624126 | P08173 | CHO-K1 hM4/Gqi5, Fluo-8 calcium fluorescence, ACh EC20; 0% = ACh EC20, 100% = maximal ACh;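 active = activation above its plate's cutoff, the mean activation of sample wells plus 3 SD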; also: some results filed as inactive read as strong as hits
CRFR2-BP antag: blocks CRF-induced signaling of the CRF-BP/CRF-R2 complex. HEK293 CRF-R2/CRF-BP, CRF-induced calcium fluorescence. inhibition, % at 11.8 µM. 350,000 compounds, 0.59% hits. AID 588475;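 active = inhibition of the ligand-induced calcium signal above about 50% at the single tested concentration, limit read from the data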
CHO-K1 Ca PAM: nonselective activator or artifact in parental CHO-K1 calcium assay; activation, % at 3 µM; ATP EC20, Fluo-8 calcium fluorescence; 0% at ATP EC20, 100% at ATP max; 360,000 compounds, 0.02% hits;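 active = activation above the run cutoff, the mean activation of all test compounds plus 3 SD, cut at about 40% in these data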;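 also: peak over basal fluorescence ratio in a 140 s read after ATP addition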
M5 ag: CHRM5 agonism in calcium assay; P08912; CHO-K1 hM5 cells, Fluo-8 calcium fluorescence; 0% DMSO wells, 100% maximal acetylcholine response; activation, % at 3 µM; 360,000 compounds, 0.19% hits;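 active = activation above the run's mean over test compounds plus 3 SD, cut at about 23% in these data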;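 also: signal is peak over basal fluorescence ratio across the kinetic read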
Target sequence (P08912 whole entry, looked up): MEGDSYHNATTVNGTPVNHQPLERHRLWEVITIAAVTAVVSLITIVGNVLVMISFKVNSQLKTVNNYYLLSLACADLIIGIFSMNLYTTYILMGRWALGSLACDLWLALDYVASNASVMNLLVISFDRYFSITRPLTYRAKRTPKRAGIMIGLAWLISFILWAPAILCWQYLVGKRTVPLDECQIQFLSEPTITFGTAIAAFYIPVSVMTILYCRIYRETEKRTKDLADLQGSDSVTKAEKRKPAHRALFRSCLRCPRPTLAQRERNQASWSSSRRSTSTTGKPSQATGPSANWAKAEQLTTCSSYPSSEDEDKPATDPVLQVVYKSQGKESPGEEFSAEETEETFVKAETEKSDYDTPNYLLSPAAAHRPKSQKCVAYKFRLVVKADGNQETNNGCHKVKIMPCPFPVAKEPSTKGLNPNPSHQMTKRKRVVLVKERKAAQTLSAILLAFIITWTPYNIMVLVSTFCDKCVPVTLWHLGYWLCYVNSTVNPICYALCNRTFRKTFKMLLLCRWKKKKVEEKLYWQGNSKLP
TAAR1 antagonist: human TAAR1 antagonism | Q96RJ0 | CHO RD-HGA16 TAAR1, Fluo-8 calcium fluorescence, antagonist | inhibition, % at 3 µM | 360,000 compounds, 1.5% hits | AID 624466;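 active = inhibition above a per-plate cutoff, the mean inhibition of test compounds on that plate plus 3 SD, cut at about 49% in these data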;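 also: 0% = DMSO plus EC80 beta-PEA response and 100% = DMSO alone without agonist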
Target sequence (Q96RJ0 whole entry, looked up): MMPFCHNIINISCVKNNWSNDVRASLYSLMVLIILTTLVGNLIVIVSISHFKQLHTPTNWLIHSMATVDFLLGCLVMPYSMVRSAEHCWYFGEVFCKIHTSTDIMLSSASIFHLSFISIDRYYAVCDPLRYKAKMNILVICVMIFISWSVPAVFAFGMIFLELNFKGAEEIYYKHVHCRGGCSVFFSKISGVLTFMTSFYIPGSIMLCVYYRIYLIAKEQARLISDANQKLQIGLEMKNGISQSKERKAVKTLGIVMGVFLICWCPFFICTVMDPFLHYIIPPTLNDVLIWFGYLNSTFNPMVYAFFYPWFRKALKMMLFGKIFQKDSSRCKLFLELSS
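Test system: hTAAR1-expressing CHO RD-HGA16 cells, Gα16-coupled; Probe or stimulus: EC80 β-phenethylamine stimulus; Compound dosing: single nominal final test compound concentration of 3 µM; Timing: 140 s kinetic read after compound, 140 s after agonist; Signal: Fluo-8 calcium-sensitive fluorescence; Measure: % inhibition of agonist calcium response; Controls: DMSO and EC80 PEA controls.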
TAAR1 ag: agonists of human TAAR1; Q96RJ0; CHO RD-HGA16 TAAR1, Fluo-8 calcium fluorescence; vehicle wells 0%, saturating PEA agonist 100%; activation, % at 3 µM; 360,000 compounds, 0.99% hits; AID 624467;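 active = activation above the mean activation of all test compounds in the run plus 3 SD, cut at about 38% in these data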
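Test system: RD-HGA16 (CHO) cells co-expressing Gα16 and hTAAR1 / Benchmarks: DMSO vehicle as 0%, PEA at EC100 as 100% / Repeats: no replicates (n 1) / Measure: % activation from peak over basal fluorescence ratio, DMSO-to-PEA scaled / Timing: 17-24 h plating, Fluo-8 75 min 37 °C, 30 min RT / Technique: kinetic Fluo-8 calcium fluorescence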
CHRM5 antagonist: CHRM5 antagonism in calcium assay. CHO-hM5 cells, Fluo-8 calcium fluorescence, ACh EC80. inhibition, % at 3 µM. 360,000 compounds, 0.59% hits;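 active = inhibition above a per-plate cutoff, the mean of that plate's test compounds plus 3 SD, cut at about 27% in these data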;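 also: 0% = acetylcholine EC80 with DMSO and 100% = DMSO without agonist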
M5 PAM: positive allosteric modulators of human muscarinic M5 receptor. P08912. CHO-K1 hM5, Fluo-8 calcium, ACh EC20 PAM; 0% = ACh EC20, 100% = ACh EC100. activation, % at 3 µM. 360,000 compounds, 0.3% hits. AID 624038;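 active = activation above the run cutoff, the mean activation of all test compounds plus 3 SD, cut at about 18% in these data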
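Test system: CHO-K1 hM5 cells / Doses: single-point, 3 µM nominal / Times: Post-acetylcholine fluorescence recording 140 s / Technique: Fluo-8 calcium fluorescence / Measure: Max/basal fluorescence ratio as % of EC20–EC100 ACh window / Benchmarks: low control EC20 acetylcholine (0%), high control EC100 acetylcholine (100%) / Replicates: one well per compound, no replicates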
CRFR2-BP ag: CRF-BP/CRF-R2 complex agonism; HEK293 CRF-R2/CRF-BP, calcium dye fluorescence (FLIPR); percent of saturating CRF peptide response; activation, % at 13.2 µM; 350,000 compounds, 0.46% hits; AID 588473;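 active = activation of at least 50%, plus an integration ratio under a set limit after plate pattern correction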;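 also: plate controls were neutral control wells without compound for no effect and CRF at EC100 for full effect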
The depositor's hits bear a star; / = no result given.

No.	SMILES	M4 PAM	CRFR2-BP antag	CHO-K1 Ca PAM	M5 ag	TAAR1 antagonist
1	CC1CN(S(=O)(=O)c2cccc(C(=O)NCc3ccccn3)c2)CC(C)O1 (centres undefined)	-2	-2	9	1	6
2	Cc1sc2nc(C3CC3)nc(N3CCN(C(=O)c4ccc(F)cc4)CC3)c2c1C	18*	-15	16	-5	8
3	CCOC(=O)c1cnc(-n2nc(C)cc2C)nc1Nc1ccc(O)cc1	-7	21	4	3	-20
4	O=P(COCCOCCOCCOCP(=O)(c1ccccc1)c1ccccc1)(c1ccccc1)c1ccccc1	1	-2	23	-2	7
5	Cn1nnnc1SCC(=O)N1CCN(c2cccc(Cl)c2)CC1	6	17	0	-2	-10
6	CN(CC(=O)Nc1cccc(F)c1)C(=O)CN1C(=O)C2CCCCC2C1=O (centres undefined)	0	-7	-17	3	-17
7	COc1ccc(S(=O)(=O)Nc2c(NC3CCCCC3)c3ccccc3oc2=O)cc1Cl	-3	-3	8	-4	2
8	CCCCNCC#CCOc1cc(C)ccc1C(C)C	-16	-35	17	-12	23
9	Cc1ccc(CNC(=O)COc2ccc(S(=O)(=O)N3CCOCC3)cc2)cc1	0	-10	7	1	3
10	O=C(CSC1=NCCS1)Nc1cccc(F)c1	-3	-9	-3	3	-1
11	Cc1csc(CNC(=O)c2ccc(OC3CCN(CCc4ccccc4)CC3)cc2)n1	-16	-5	8	-9	-5
12	CCOC(=O)c1c(NC(=O)C[n+]2ccc(N(C)C)cc2)sc(C)c1C	5	12	25	-9	-6
13	CC(C)(C)OC(=O)NCc1ccc(CNC(=O)c2[nH]cnc2C(=O)NCC(=O)OCc2ccccc2)cc1	-14	4	-5	11	92*
14	O=C(c1cnn(C(=O)COc2ccccc2F)c1)c1cc(F)ccc1O	7	-22	5	3	-6
15	Nc1nc(-c2ccccc2)cc(-c2ccccc2)n1	-10	18	-10	3	8

No.	TAAR1 ag	CHRM5 antagonist	M5 PAM	CRFR2-BP ag
1	2	-1	-3	0.2
2	0	14	1	2.4
3	-2	-2	11	-2.4
4	4	4	1	-0.1
5	5	-4	-6	2.1
6	2	11	-3	-0.8
7	3	13	-6	-1.9
8	16	18	-26	-1.7
9	0	1	4	-0.5
10	1	-4	-13	1.8
11	6	2	-1	1.4
12	3	2	-6	0.2
13	24	4	-36	-1.4
14	-1	-4	0	-1.1
15	7	1	3	-0.7

(further entries)
No.	SMILES	M4 PAM	CRFR2-BP antag	CHO-K1 Ca PAM	M5 ag	TAAR1 antagonist
16	Cc1ccccc1S(=O)(=O)Cc1ccc(C(=O)NC2CCC(C)CC2)o1 (centres undefined)	2	13	-1	-2	-27
17	CCOc1ccc(NC(=O)CSc2nccn2Cc2ccco2)cc1	2	-4	-8	-5	-23
18	CC(C)Oc1ccc(NC(N)=O)cc1	12	-18	3	0	-5
19	Cc1cc(C)n(CC(O)COc2ccc(F)cc2)n1 (centres undefined)	1	2	0	-3	-15
20	CCOC(=O)N1CCN(C(=O)C[C@@H]2C[C@@]3(C(=O)OCC)CCC=C3N(Cc3ccco3)C2=O)CC1	3	/	11	2	-19
21	COc1ccccc1C(=O)NC(=O)CSc1nncn1C	15	10	-2	3	-26
22	CCCCN(C(=O)CSCC(=O)Nc1ccc(C)cc1)c1c(N)n(CCCC)c(=O)[nH]c1=O	-3	6	-15	-1	0
23	O=C(CSc1nc(-c2ccccc2Cl)ns1)NCc1ccco1	2	8	16	-4	1
24	COc1ccc(C(CNC(=O)c2nn(-c3ccccc3)c(=O)c3ccccc23)N2CCOCC2)cc1 (centres undefined)	3	4	-24	0	30
25	CN(CC(=O)Nc1cccc(Cl)c1)S(=O)(=O)/C=C/c1ccccc1	0	14	9	1	10
26	Cc1cccc(N(C(=O)CCC(=O)Nc2ccccn2)C(C(=O)NC(C)C)c2ccc(O)cc2)c1 (centres undefined)	7	-18	13	0	-1
27	O=S(=O)(Nc1nnc(C(F)(F)F)s1)c1ccc(Cl)cc1	0	-6	-3	-3	-16
28	O=C(O)CCn1c(=O)[nH]c2ccccc2c1=O	-1	-4	9	1	-8
29	COc1cccc(/C=N/NC(=O)c2cnccn2)c1OC	1	3	23	-3	-24
30	CCCCn1c(SCC(=O)c2ccccc2)nc2c1c(=O)[nH]c(=O)n2C	1	12	-5	-3	-1

No.	TAAR1 ag	CHRM5 antagonist	M5 PAM	CRFR2-BP ag
16	2	-1	3	-1.0
17	5	7	-3	-0.8
18	5	-1	-7	-0.4
19	4	11	-2	-0.7
20	0	-11	3	/
21	5	-2	6	-0.1
22	-1	3	0	-0.2
23	0	2	-6	-2.8
24	7	4	-8	-0.7
25	-1	13	-5	-0.7
26	1	-8	-1	-0.4
27	0	0	7	2.7
28	4	2	2	0.7
29	4	4	1	-0.5
30	3	-1	10	-0.9

Additional results follow:
No.	SMILES	M4 PAM	CRFR2-BP antag	CHO-K1 Ca PAM	M5 ag	TAAR1 antagonist
31	C[C@H]1CCCCO[C@H](CN(C)Cc2ccc(C(=O)O)cc2)[C@@H](C)CN([C@@H](C)CO)C(=O)c2cc(NS(=O)(=O)c3cn(C)cn3)ccc2O1	1	18	20	1	-6
32	C=CCn1c(SCC(=O)NC2CCCC2)nnc1-c1ccccn1	-1	-2	-5	0	-36
33	N#Cc1c(F)cccc1NCc1cccs1	-2	10	-10	-9	-23
34	COc1ccccc1N1CCN(C(=O)c2c(-c3ccccc3Cl)noc2C)CC1	-3	-18	-8	6	32
35	COc1ccc(OC)c(C(=O)NC(CC(N)=O)c2ccc(NC(C)C)c([N+](=O)[O-])c2)c1 (centres undefined)	2	-8	11	-1	3
36	O=c1oc2cc(O)ccc2c2oc3cc(O)ccc3c12	-3	3	8	3	-9
37	CN1C(=O)C(CC(=O)NC2CCCCC2)SC1=Nc1ccccc1 (centres undefined)	-4	12	25	-4	1
38	CCOC(=O)C1CCN(C(=O)C(CC)c2ccccc2)CC1 (centres undefined)	14	-7	28	-5	-3
39	Cc1ccc(C(=O)Nc2ccncc2)c(Cl)c1	-1	18	-20	3	-18
40	O=C(O)CCNC(=O)/C(=C/c1ccco1)NC(=O)c1ccco1	-3	-2	24	-1	-10
41	CC(=O)Nc1ccc(S(=O)(=O)N(C)CC(=O)OC(C)C(=O)N(C)C2CCCCC2)cc1 (centres undefined)	3	-2	8	0	-8
42	CCOc1cc(CNc2ccc(N3CCCC3)cc2)cc(Cl)c1OC	-1	3	-7	1	-18
43	COc1ccccc1Oc1coc2cc(OCC(N)=O)ccc2c1=O	4	-3	17	-3	-12
44	CCc1cc2c(=O)n(CC(=O)NCCc3ccc(OC)c(OC)c3)cnc2s1	8	15	21	-1	-6
45	CCNc1nc(CC)nc2c1oc1ccccc12	3	3	3	-1	5

No.	TAAR1 ag	CHRM5 antagonist	M5 PAM	CRFR2-BP ag
31	1	7	1	-1.4
32	4	1	6	4.1
33	-2	0	5	-4.2
34	19	-2	-11	-1.1
35	11	14	-3	-2.9
36	3	4	-8	1.5
37	5	-6	5	1.5
38	15	-1	-3	2.8
39	-1	-2	6	12
40	0	6	0	0.8
41	1	0	-1	-2.0
42	0	1	-6	0.4
43	2	2	3	-1.3
44	2	-5	2	-1.7
45	7	-1	2	24

Quoted from the listing.
TAAR1 ag, entry 43 is entered as 2
M4 PAM, entry 41 is entered as 3
M5 ag, entry 15 is entered as 3

(listing goes on)
No.	SMILES	M4 PAM	CRFR2-BP antag	CHO-K1 Ca PAM	M5 ag	TAAR1 antagonist
46	CN(C)Cc1c(C#N)c2ccccc2n1C	0	-18	-5	-3	8
47	C=C(CN(C)C)C(=O)c1ccc(OC2OC(COC(C)=O)C(OC(C)=O)C(OC(C)=O)C2OC(C)=O)cc1 (centres undefined)	-7	18	6	3	60*
48	CC(C)CCNC(=O)c1cc(-c2ccco2)nc2ccccc12	-1	5	-9	1	-2
49	FC(F)(F)c1ccc(Cl)c(-n2c(-c3cc(C4CC4)[nH]n3)n[nH]c2=S)c1	-3	-9	25	-5	-6
50	CCOc1cc(/C=C/c2nc3ccccc3c(=O)[nH]2)ccc1O	2	11	12	0	-1
51	CCON1C(=O)C2(CCCCC2)C(=O)C12C=CCCC2 (centres undefined)	1	38	19	1	-37
52	CN(CCOc1ccc(-c2ccn(S(=O)(=O)c3ccc(Cl)cc3)n2)cc1)c1ccccn1	-9	-2	19	-1	5
53	COC(=O)Cc1c(C)c2ccc(OCC(C)=O)c(C)c2oc1=O	9	-9	9	0	-6

No.	TAAR1 ag	CHRM5 antagonist	M5 PAM	CRFR2-BP ag
46	6	5	18*	0.2
47	13	20	-29	4.7
48	13	-3	0	-1.9
49	4	10	-1	0.0
50	0	-2	1	1.7
51	5	2	-2	-0.5
52	10	9	-7	1.7
53	8	1	3	3.6

Records 51–53 of the list above:
No.	SMILES	M4 PAM	CRFR2-BP antag	CHO-K1 Ca PAM	M5 ag	TAAR1 antagonist
51	CCON1C(=O)C2(CCCCC2)C(=O)C12C=CCCC2 (centres undefined)	1	38	19	1	-37
52	CN(CCOc1ccc(-c2ccn(S(=O)(=O)c3ccc(Cl)cc3)n2)cc1)c1ccccn1	-9	-2	19	-1	5
53	COC(=O)Cc1c(C)c2ccc(OCC(C)=O)c(C)c2oc1=O	9	-9	9	0	-6

No.	TAAR1 ag	CHRM5 antagonist	M5 PAM	CRFR2-BP ag
51	5	2	-2	-0.5
52	10	9	-7	1.7
53	8	1	3	3.6
